ERAP1 inh – human ERAP1 aminopeptidase inhibitors, primary screen, biochemical, single point, plate reader. recombinant ERAP1, Leu-AMC fluorescence, 60 min. inhibition, % at 10.7 µM. 340,000 compounds, 0.15% hits;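 active means mean replicate inhibition of at least 30%, or all replicates individually reaching that 30% level; inactive means mean below 30% and not every replicate reaching it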;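 further: 0% = neutral control wells and 100% = L-leucinethiol positive control wells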
RAD54 inh – inhibitors of human RAD54 branch migration, primary screen, biochemical, fluorescence, single point; inhibition, % at 10.4 µM; RAD54 Holliday junction branch migration, FAM/BHQ fluorescence; DNA repair and recombination protein RAD54-like (Homo sapiens), Q92698; AID 602329, 2012; 360,000 compounds, 0.14% hits;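 active means mean normalized replicate activity at least 40 and at least half of replicates scoring 40 or more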;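 further: 0% = median of neutral control wells and 100% = median of positive control wells; inhibitors cause a drop in the FAM fluorescence signal; in these data hits start at about 50%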
miR122 inh – miR-122 Renilla sensor signal increase in Huh7, primary screen, miR-122 inhibitor project, cell-based, single point, plate reader; AID 602342, 2012; Huh7 miR-122 Renilla luciferase sensor, 48 h; neutral wells = 0, positive control = 100; 340,000 compounds, 0.3% hits; activation (reporter increase), % at 12.5 µM;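 active means mean replicate activation score at least 90 and every replicate individually at or above 90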;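 further: higher luciferase means less miR-122 activity so hits act as miR-122 inhibitors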
PglD DTNB – C. jejuni PglD acetyltransferase inhibitors, primary screen, biochemical, DTNB colorimetric, single point; purified PglD enzyme, DTNB colorimetric CoA detection; inhibition, % at 12.5 µM; 360,000 compounds, 0.098% hits; UDP-N-acetylbacillosamine N-acetyltransferase PglD (Campylobacter jejuni); AID 602405, 2012; in the data active means inhibition above about 16%, passing the limit was not always enough; further: strong numbers were not always called active
Cneo AK release – Cryptococcus neoformans cell lysis inducers, primary screen, AK release luminescence, single concentration; C. neoformans lysis, adenylate kinase release luminescence, 4 h; normalised: neutral wells 0, clomiphene wells 100; 360,000 compounds, 0.2% hits; lysis activity, % at 15 µM; AID 651654, 2012;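 active means mean lysis activity across replicates of at least 80%, whatever share of replicates individually reach that level; inactive means mean lysis activity below 80%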
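Test system: log-phase Cryptococcus neoformans yeast cells. Input: 5 × 10^6 yeast cells/mL. Medium: fresh YPD growth medium. Doses: single dose. Incubation: static 4 h at 37 °C with compound, 1 h detection. Measured by: luminescent adenylate kinase detection reagent. Read-out: signal increase indicating cell lysis. Benchmarks: Clomiphene.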
E-sel inducer – E-selectin induction in HUVECs, primary screen, imaging, HUVEC, immunofluorescence imaging, single point; P16581; normalized: neutral wells 0, TNF-alpha wells 100; activation, % at 7.58 µM; 260,000 compounds, 0.37% hits;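 active means mean E-selectin-positive cell signal at least 10% of the positive control, reached in at least 60% of replicates, without over 20% cell loss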;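 further: in these data hits start at about 27%; measured in HUVEC primary endothelial cells; signal is the percent of cells scored E-selectin positive by PE staining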
Target sequence (P16581 whole entry, looked up): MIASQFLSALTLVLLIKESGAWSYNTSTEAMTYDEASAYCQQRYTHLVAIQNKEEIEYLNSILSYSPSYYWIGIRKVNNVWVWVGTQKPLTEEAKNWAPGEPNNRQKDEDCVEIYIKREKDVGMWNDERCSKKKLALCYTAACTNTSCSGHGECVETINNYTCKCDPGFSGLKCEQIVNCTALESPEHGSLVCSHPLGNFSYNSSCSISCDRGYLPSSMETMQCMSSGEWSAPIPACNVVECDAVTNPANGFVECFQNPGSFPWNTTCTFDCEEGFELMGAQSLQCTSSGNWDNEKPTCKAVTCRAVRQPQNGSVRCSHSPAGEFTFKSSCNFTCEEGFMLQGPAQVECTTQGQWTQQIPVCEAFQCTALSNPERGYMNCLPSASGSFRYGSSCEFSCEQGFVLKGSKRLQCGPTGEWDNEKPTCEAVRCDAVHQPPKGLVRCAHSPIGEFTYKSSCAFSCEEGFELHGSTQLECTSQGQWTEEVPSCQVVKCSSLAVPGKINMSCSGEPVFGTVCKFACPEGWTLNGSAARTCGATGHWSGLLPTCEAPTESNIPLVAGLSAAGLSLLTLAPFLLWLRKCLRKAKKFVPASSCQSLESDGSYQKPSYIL
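Assay system: HUVEC, human umbilical vein endothelial cells / Amount: 3,000 HUVEC/well / Controls: TNF-alpha positive control, DMSO neutral control / Compound dosing: single concentration / Medium: EGM-2 over gelatin coat / Evaluation: percent E-selectin-positive cells / Signal: immunofluorescence imaging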
PGC1a acetyl inh – inhibitors of PGC1a acetylation signal, primary screen, cell-based, U2OS, AlphaScreen, inhibitor mode; 350,000 compounds, 0.17% hits; inhibition, % at 15.6 µM; AlphaScreen anti-acetyl-lysine; with virally co-expressed GCN5 acetyltransferase;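 active means every replicate shows inhibition of at least 40%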;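 further: 0% = neutral control wells and 100% = positive control wells; some results beyond the cut were filed as inactive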
RAD52 inh – RAD52 DNA annealing inhibitors, primary screen, biochemical, FRET, single point, set 2 | DNA repair protein RAD52 homolog (Homo sapiens), P43351 | recombinant RAD52 DNA annealing, FRET fluorescence | 360,000 compounds, 0.46% hits | inhibition, % at 18.7 µM;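 active means every replicate showing at least 50% inhibition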
Target sequence (P43351 whole entry, looked up): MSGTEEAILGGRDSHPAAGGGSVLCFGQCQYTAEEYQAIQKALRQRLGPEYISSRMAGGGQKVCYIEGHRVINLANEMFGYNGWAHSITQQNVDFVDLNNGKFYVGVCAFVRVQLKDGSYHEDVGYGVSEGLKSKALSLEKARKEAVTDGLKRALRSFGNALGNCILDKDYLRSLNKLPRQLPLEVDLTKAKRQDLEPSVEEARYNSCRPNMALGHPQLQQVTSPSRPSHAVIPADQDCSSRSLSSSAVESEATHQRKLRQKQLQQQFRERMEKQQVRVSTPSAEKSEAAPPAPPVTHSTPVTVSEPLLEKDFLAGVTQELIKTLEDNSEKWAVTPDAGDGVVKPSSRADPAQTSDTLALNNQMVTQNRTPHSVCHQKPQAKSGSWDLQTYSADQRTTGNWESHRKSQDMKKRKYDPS
Numbers without * were called inactive; x = not tested or not shown; & = joins results of further samples; [ ] = remark or other dose.

SMILES | ERAP1 inh | RAD54 inh | miR122 inh | PglD DTNB | Cneo AK release | E-sel inducer | PGC1a acetyl inh | RAD52 inh
CC1(C)C(=O)OC(C(=O)c2ccc(C(C)(C)C)cc2)C(C)(C)C1=O (configuration not stated) | x | -2 | 5 | -7 | -3 | x | 5 | x
COCCNC(=O)C[C@H]1CC[C@@H]2[C@H](COc3ccc(NC(=O)COC)cc3C(=O)N2C)O1 | 0 | -6 | 0[16.7 µM] | -2 | -1 | 0.1 | -1 | -7
CCC(=O)N(C)C[C@H]1Oc2cc(C#Cc3ccncc3)ccc2S(=O)(=O)N([C@@H](C)CO)C[C@H]1C | 0 | 6 | -11[16.7 µM] | 5 | 45 | -0.1 | 14 | -4
CCOc1ccc(C2=Nn3c(nnc3-c3ccccc3OC)SC2)cc1 | x | -5 | 86 | 2 | 4 | x | -22 | x
CCOC(=O)N(C)C[C@H]1OCc2cnnn2CCCC(=O)N([C@@H](C)CO)C[C@@H]1C | -1&0 | 0&6 | 0 | 9&-1 | 0&0 | 1.6&0.0 | -1&-5 | 3&0
Cc1ccc(NC(=O)C(C)N2CCc3ccccc3C2)cc1 (configuration not stated) | -3 | 17 | x | -2 | -11 | x | x | -12
COc1cccc(C#Cc2ccc3c(c2)[C@@H]2[C@@H](CCN2C(=O)CC2CC2)[C@@H](CO)N3)c1 | 0 | -11 | -4[16.7 µM] | 4 | 4 | 0.0 | -1 | -33
C[C@@H]1CN([C@@H](C)CO)S(=O)(=O)c2ccc(C3=CCCCC3)cc2O[C@H]1CN(C)C(=O)C1CCC1 | -1 | -11 | 7[16.7 µM] | -3 | 4 | 3.8 | 5 | 16
COc1ccccc1C(=O)Nc1ccc2c(c1)C(=O)N(C)[C@H]1CC[C@H](CC(=O)Nc3cc(F)ccc3F)O[C@@H]1CO2 | 4 | x | x | x | x | 0.0 | 5 | 12
CC1CCCCC1NC(=O)CSc1nnc(-c2ccncc2)n1CCCN(C)C (configuration not stated) | -3 | 7 | x | -8 | -2 | x | x | -8
O=C(NCCCN1CCOCC1)c1c(-c2ccccc2)sc2ccccc12 | -1 | -4 | x | -3 | 1 | 0.1 | x | -11
COc1ccc(NS(=O)(=O)c2cc(NC(=O)/C=C/c3cc(OC)c(OC)c(OC)c3)ccc2N2CCCCC2)cc1 | x | -20 | 48 | 9 | 2 | x | -29 | x
COc1cccc(NC(=O)N2CCC(C(N)=O)(N3CCCCC3)CC2)c1 | x | 5 | -8 | -5 | -1 | x | 3 | x
c1ccc(COCCN2CCN(CCOCc3ccccc3)CC2)cc1 | -4 | -10 | -5 | 1 | 5 | x | 10 | -21
CCCCCn1c(=O)[nH]c2cc(C(=O)NCCN3CCOCC3)ccc2c1=O | x | -6 | -8 | -4 | 0 | x | 3 | x

3 entries from above, with values under each structure:
Results follow in this order: ERAP1 inh | RAD54 inh | miR122 inh | PglD DTNB | Cneo AK release | E-sel inducer | PGC1a acetyl inh | RAD52 inh
- CC1CCCCC1NC(=O)CSc1nnc(-c2ccncc2)n1CCCN(C)C (configuration not stated)
  -3 | 7 | x | -8 | -2 | x | x | -8
- O=C(NCCCN1CCOCC1)c1c(-c2ccccc2)sc2ccccc12
  -1 | -4 | x | -3 | 1 | 0.1 | x | -11
- COc1ccc(NS(=O)(=O)c2cc(NC(=O)/C=C/c3cc(OC)c(OC)c(OC)c3)ccc2N2CCCCC2)cc1
  x | -20 | 48 | 9 | 2 | x | -29 | x

(cont.)
SMILES | ERAP1 inh | RAD54 inh | miR122 inh | PglD DTNB | Cneo AK release | E-sel inducer | PGC1a acetyl inh | RAD52 inh
CCC(=O)Nc1ccc2c(c1)C(=O)N(C)[C@@H]1CC[C@H](CC(=O)NC3CCCC3)O[C@@H]1CO2 | -1 | 3 | 3[16.7 µM] | -2 | -3 | 0.0 | -5 | 6
OCCNC1=NCCN1 | x | -10 | 5 | 0 | -2 | x | -4 | x
COc1cccc(CN(C)C(=O)c2cccc(OCc3ccccc3)c2)c1 | 1 | -6 | x | 2 | 3 | 0.0 | x | 0
N=C1C(=O)OCC1c1cc(Cl)ccc1NC(=O)Nc1ccccc1 (configuration not stated) | x | -5 | 1 | -3 | -2 | x | x | x
COc1ccccc1NC(=O)c1cc2ccccc2o/c1=N\O | x | -4 | 7 | -2 | -2 | x | 2 | x
CC(=O)c1ccc(N2CCN(C(=O)c3ccc(NC(=O)C4CCCO4)cc3)CC2)cc1 (configuration not stated) | x | 1 | -1 | -3 | 1 | x | -48 | x
CCc1nn(CC(=O)NCCCN2CCOCC2)c(=O)c2cc3sccc3n12 | -1 | -3 | -5 | 7 | 1 | x | 2 | -7
CC(C)c1cn(CC[C@H]2CC[C@H](NC(=O)C3CCOCC3)[C@@H](CO)O2)nn1 | -2 | x | x | x | x | 0.6 | -7 | -6
CCc1nc2ccc(C(=O)Nc3ccc(OC)c(OC)c3)cn2c1N(C)Cc1ccc(OC)cc1 | -2 | 5 | -7 | 0 | -1 | 0.2 | 4 | -18
Cc1cccc(-c2ccc([C@H]3[C@H](CO)N4CCCCN(C(=O)c5cccnc5)C[C@@H]34)cc2)c1 | 0 | 5 | 4[16.7 µM] | -1 | 0 | 0.3 | -8 | x
C[C@H](CO)N1C[C@H](C)[C@H](CN(C)Cc2ccncc2)Oc2ccc(NC(=O)CCN3CCOCC3)cc2CC1=O | -1 | -8 | 27[16.7 µM] | 6 | -4 | 3.5 | 8 | -6
O=C(CSc1nnc(-c2ccncc2)n1CC1CCCO1)Nc1nccs1 (configuration not stated) | x | 5 | 6 | -3 | 1 | x | -2 | x
CCOc1ccccc1OCCCC(=O)Nc1ccc(OC)nc1 | x | 6 | x | 4 | 1 | x | -8 | x
C[C@@H]1CCCCO[C@H](CN(C)C)[C@@H](C)CN([C@H](C)CO)C(=O)c2cc(NC(=O)CCCN(C)C)ccc2O1 | -1 | -2 | 5[16.7 µM] | -1 | -3 | -0.1 | 12 | 1
COCc1nc(-c2cc(Br)ccc2OC)no1 | x | -4 | 5 | -6 | 11 | x | 4 | x
O=C(C[C@H]1CC[C@H]2[C@@H](COC[C@H](O)CN2Cc2ccccc2F)O1)N[C@@H]1CCN(Cc2ccccc2)C1 | 0 | 4 | 0[16.7 µM] | -1 | 0 | 0.3 | -10 | -25
C[C@@H](NC(=O)C[C@@H]1C[C@H]2c3cc(NC(=O)c4ccc5c(c4)OCO5)ccc3O[C@H]2[C@@H](CO)O1)c1ccccc1 | x | x | 2[16.7 µM] | -1 | x | 0.2 | -2 | x
C[C@@H]1CN([C@@H](C)CO)C(=O)c2cc(NC(=O)CCN3CCOCC3)ccc2O[C@H]1CN(C)C(=O)Nc1ccc2c(c1)OCO2 | 1 | 9 | 2[16.7 µM] | 13 | -1 | -1.7 | 2 | 0
O=C(NCCOc1ccccc1)C1CCC(=O)N(CCCN2CCCC2=O)C1 (configuration not stated) | 2 | 8 | 4 | 5 | 4 | -0.4 | x | -13
COc1cc(NC(=O)c2ccco2)c(OC)cc1NC(=O)CSc1nnc(-c2cccs2)n1C | x | -2 | 1 | -1 | 19 | x | 1 | x
Cc1ccc(CCNC(=O)CSCc2ccc(F)cc2)cc1 | 1 | -4 | -3 | -5 | -1 | x | 4 | -13
Cc1ccc(C(=O)c2ccccc2C(=O)O)cc1C | -1 | -11 | -3 | x | -1 | 4.2 | 8 | -19
CCS(=O)(=O)Nc1ccc(-c2ccc(NS(=O)(=O)CC)c(OC)c2)cc1OC | x | 5 | 3 | -1 | 2 | x | -2 | x
C/C(=N\NC(=O)COc1ccc2ccccc2c1)c1cccs1 | -3 | 6 | -3 | 2 | 1 | -0.1 | -7 | -11
COc1cc2[nH]c(=S)nc(NCc3ccc(Cl)cc3)c2cc1OC | -4 | -4 | 16 | 11 | 6 | -0.2 | 2 | -15
Cc1cccc(C)c1C(O)c1ncc(-c2cccc3ccccc23)[nH]1 (configuration not stated) | -2 | 14 | -3 | -4 | 0 | -0.1 | x | -5
Cc1ccc(CCNC(=O)c2cccc(N3CCCC3=O)c2)cc1 | x | 1 | 1 | -8 | 0 | x | 3 | x
CC(C)CC#Cc1ccc([C@@H]2[C@@H](CO)N3CCCCN(S(=O)(=O)c4ccc(F)cc4)C[C@H]23)cc1 | -1 | -5 | -3[16.7 µM] | 9 | 5 | 0.4 | -13 | -20
O=S1(=O)c2ccccc2Nc2ccccc21 | 4 | 2 | x | 5 | 1 | x | x | -4
O=P(O)(CCc1ccccc1)C(O)c1ccccc1 (configuration not stated) | x | -3 | 3 | 0 | -3 | x | -21 | x

A few values from the list.
Cc1ccc(C(=O)c2ccccc2C(=O)O)cc1C in ERAP1 inh → -1
COc1cc2[nH]c(=S)nc(NCc3ccc(Cl)cc3)c2cc1OC in Cneo AK release → 6

The results go on:
SMILES | ERAP1 inh | RAD54 inh | miR122 inh | PglD DTNB | Cneo AK release | E-sel inducer | PGC1a acetyl inh | RAD52 inh
CCn1c(SCCN2CCCCC2)nc2c1c(=O)n(C)c(=O)n2C | 8 | -4 | -2 | 2 | 5 | x | 5 | -13
Cc1ccc(S(=O)(=O)c2nc(S(=O)(=O)CCO)sc2N2CCOCC2)cc1 | -3 | -12 | 2 | 0 | 1 | x | -6 | -8
NC(=O)c1sc2nccc(Nc3ccccc3)c2c1N | x | -20 | 21 | 4 | -1 | x | x | x
O=C(Nc1ccc(S(=O)(=O)N2CCCCC2)cc1)C1CC1 | 3 | x | 1 | x | x | 0.1 | 5 | -6
COc1cccc(CNC(=O)CCS(=O)(=O)c2cc3c(cc2C)NC(=O)CO3)c1 | 4 | -12 | -3 | 7 | -2 | x | -6 | -9
Fc1ccc(Nc2nc(NCc3ccccc3)nc3ccsc23)cc1 | -3 | -7 | 11 | -2 | -4 | -0.2 | -14 | -6
O=C(CCC1CCN(C(=O)c2ccco2)CC1)NCc1ccc(F)cc1 | 2 | 7 | x | 1 | 2 | -0.8 | x | 0
Cc1cc(=O)[nH]c(N/N=C/C2=C(N3CCOCC3)C(=C\c3ccc(Cl)cc3)/CC2)n1 | 0 | x | 17 | x | x | -0.3 | x | -30
COc1ccc(NC(=O)COC(=O)CN2C(=O)C3CC=CCC3C2=O)c([N+](=O)[O-])c1 (configuration not stated) | -1 | -9 | 1 | 1 | -2 | x | 1 | -7
O=C(Nc1cc([N+](=O)[O-])ccc1C(=O)Nc1cccnc1)c1ccccc1 | 1 | -4 | 3 | 0 | 2 | x | 0 | -16
COc1cc(NC(=O)c2ccc3c(c2)OCO3)c2ncccc2c1 | x | 17 | 3 | 1 | -7 | x | 4 | x
CC[C@H](C)[C@@H](C(=O)N1CCNCC1)n1cc([C@@H](N)Cc2ccc(O)cc2)nn1 | 6 | 4 | 9 | 1 | 2 | 1.3 | -4 | 2
C[C@H](NC(=O)C[C@@H]1CC[C@H]2[C@@H](COC[C@@H](O)CN2C(=O)Nc2cccc(Cl)c2)O1)c1ccccc1 | x | -4 | 4[16.7 µM] | 1 | -8 | -0.2 | -1 | x
Cc1cc(C)c(OCC(=O)Nc2cccc(O)c2)cc1C | x | -6 | -1 | -6 | 1 | x | -10 | x
CC(C)N(Cc1ccccc1)C(=O)c1ccc2nsnc2c1 | -2 | 8 | 7 | -3 | 1 | 7.4 | x | -10

Compound activity: PubChem BioAssay, Broad Institute
